tim10-1 inh: growth inhibitors of tim10-1 mutant yeast, primary screen, luminescence, uHTS. S. cerevisiae tim10-1 ts strain growth, BacTiter-Glo, 24 h. inhibition, % at 20 µM. actives 2.2% (n = 330,000). AID 463190, 2010;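 active = inhibition of at least 40%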;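 note: mutant grown at 25 °C; 0% = DMSO wells with yeast and 100% = wells holding no yeast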
ATG4B inhibitor: ATG4B protease inhibitors, primary screen, biochemical, fluorescence, uHTS. inhibition, % at 8.33 µM. actives 0.51% (n = 340,000). ATG4B cleavage of LC3-PLA2, NBD-HPC fluorescence, 1 h; in the data active = inhibition above about 40%
Target sequence (Q9Y4P1 whole entry, looked up): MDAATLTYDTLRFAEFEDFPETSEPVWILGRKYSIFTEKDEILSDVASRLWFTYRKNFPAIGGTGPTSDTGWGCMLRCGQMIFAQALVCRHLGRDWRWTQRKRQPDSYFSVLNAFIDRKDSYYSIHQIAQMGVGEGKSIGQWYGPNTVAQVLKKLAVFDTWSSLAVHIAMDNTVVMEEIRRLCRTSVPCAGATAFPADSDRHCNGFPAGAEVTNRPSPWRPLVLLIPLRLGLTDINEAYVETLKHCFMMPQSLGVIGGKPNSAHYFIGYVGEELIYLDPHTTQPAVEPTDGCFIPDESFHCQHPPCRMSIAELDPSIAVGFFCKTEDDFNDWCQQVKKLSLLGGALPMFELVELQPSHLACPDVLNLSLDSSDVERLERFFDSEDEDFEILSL
hIAP block: human IAP inhibitors, primary screen, biochemical, luminescence, uHTS; Intestinal-type alkaline phosphatase (Homo sapiens), P09923; purified IAP, CDP-Star luminescence, 30 min; inhibition, % at 10 µM; actives 0.12% (n = 330,000);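 active = inhibition reaching a set limit with compound at 10 µM in the primary screen, cut at about 35% in these data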;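 note: plate controls were DMSO wells with enzyme for no effect and no-enzyme buffer wells for full effect; values of inactives mirror those of a sister screen read the other way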
Target sequence (P09923 whole entry, looked up): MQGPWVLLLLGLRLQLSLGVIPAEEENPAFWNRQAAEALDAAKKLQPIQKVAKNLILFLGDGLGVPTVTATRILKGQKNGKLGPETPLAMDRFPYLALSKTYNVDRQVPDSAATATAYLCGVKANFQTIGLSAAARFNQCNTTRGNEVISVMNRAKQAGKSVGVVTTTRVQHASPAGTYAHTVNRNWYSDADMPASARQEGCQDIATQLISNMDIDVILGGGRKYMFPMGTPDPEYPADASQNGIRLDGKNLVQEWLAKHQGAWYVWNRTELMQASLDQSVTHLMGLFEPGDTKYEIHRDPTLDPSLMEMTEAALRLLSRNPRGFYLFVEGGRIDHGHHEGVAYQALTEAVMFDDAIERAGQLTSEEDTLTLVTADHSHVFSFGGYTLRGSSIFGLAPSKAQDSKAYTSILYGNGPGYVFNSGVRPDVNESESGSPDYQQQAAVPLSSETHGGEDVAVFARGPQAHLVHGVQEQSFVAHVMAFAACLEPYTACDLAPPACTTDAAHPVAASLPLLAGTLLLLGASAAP
TIM10 inh: growth inhibitors of isogenic TIM10 control yeast, primary screen, counter-screen for tim10-1 yeast inhibitor project, luminescence, uHTS | S. cerevisiae TIM10 strain growth, BacTiter-Glo luminescence, 24 h | inhibition, % at 10 µM | actives 1.4% (n = 330,000);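 active = inhibition of 40% or more at the single tested concentration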;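 note: wild-type TIM10 isogenic control strain grown at permissive 25 °C; 0% = DMSO yeast wells and 100% = minimal medium wells without yeast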
mIAP activ: activators of mouse IAP, primary screen, biochemical, luminescence, uHTS. intestinal alkaline phosphatase [Mus musculus]. muIAP, CDP-Star luminescence, 30 min; stronger effect = higher value; 1 = vehicle-only enzyme signal, 0 = enzyme-free wells. activation factor at 10 µM. actives 0.24% (n = 330,000). AID 2805, 2010;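 active = activation factor of at least 2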; note: the source names both 10 and 20 µM as test concentration; values of inactives mirror those of a sister screen read the other way
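Assay system: mouse IAP enzyme; Reagent: CDP-Star chemiluminescent phosphatase substrate; Compound: DMSO-dissolved test compounds; Incubation: 30 min, room temperature; Technique: luminescence from enzymatic CDP-Star hydrolysis; Controls: DMSO-only wells and no-enzyme negative control.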
hIAP act: human IAP activators, primary screen, biochemical, luminescence, uHTS; activation factor at 10 µM; actives 0.16% (n = 330,000); Intestinal-type alkaline phosphatase (Homo sapiens), P09923; purified human IAP, CDP-Star luminescence, 30 min; stronger effect = higher value; 1 = vehicle-only enzyme, 0 = enzyme-free background;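 active = activation factor of the enzyme at least 2-fold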; note: the source names both 10 and 20 µM as test concentration; values of inactives mirror those of a sister screen read the other way
Apaf1 inhib: inhibitors of human Apaf-1 apoptosome, primary screen, biochemical, DEVD-Rh110 fluorescence, uHTS; AID 489030, 2010; inhibition, % at 20 µM; actives 0.71% (n = 330,000); reconstituted apoptosome caspase-3 activity; Apoptotic protease-activating factor 1 (Homo sapiens), O14727; active = inhibition of at least 40% at 20 µM;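 note: plate controls were DMSO wells for no effect and DEVD-CHO caspase inhibitor wells for full effect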
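Assay system – apoptosome proteins · Medium – Hepes buffer, pH 7.5 · Also added – cytochrome c with DEVD-Rh110 · Timing – 30 min compound preincubation, 50 min activation, room temperature · Detection – Rh110 fluorescence, excitation 480 nm, emission 540 nm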
mIAP block: inhibitors of mouse IAP, primary screen, biochemical, luminescence, uHTS | intestinal alkaline phosphatase [Mus musculus] | purified mouse IAP, CDP-Star luminescence, 30 min | inhibition, % at 10 µM | actives 0.2% (n = 330,000) | AID 2806, 2010;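 active = inhibition of at least 40% at 10 µM in the primary screen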;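 note: plate controls were DMSO with enzyme for no effect and no enzyme wells for full effect; values of inactives mirror those of a sister screen read the other way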
NALP3 yeast inh: NALP3 inflammasome inhibitors in reconstituted yeast, primary screen, luminescence, uHTS. inhibition, % at 10 µM. Yeast reconstituted NLRP3/ASC/caspase-1, beta-gal luminescence, 24 h. actives 0.39% (n = 330,000);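 active = inhibition of 50% or more; inactive = inhibition below 50%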;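 note: plate controls were induced DMSO wells for no effect and uninduced yeast grown without galactose for full effect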
* marks the source's active call; other numbers are inactive results; . = not tested or not shown.

SMILES	tim10-1 inh	ATG4B inhibitor	hIAP block	TIM10 inh	mIAP activ	hIAP act	Apaf1 inhib	mIAP block	NALP3 yeast inh
CCOC(=O)c1ncn2c1[C@@H]1CCNC1C(=O)c1cc(OC)ccc1-2 (some centres undefined)	6	-3	6	2	0.99	0.94	-1	1	3
CCCn1c(SCC(=O)Nc2cc(Cl)ccc2OC)n[nH]c1=O	2	1	-2	0	0.98	1	-3	2	2
O=C(Nc1ccccc1C(=O)NCc1ccc(Cl)cc1)c1ccco1	38	5	-1	35	1	1	5	-5	1
Cc1cccc(NC(=S)N2CCCN(c3ncccc3[N+](=O)[O-])CC2)c1	15	4	-10	21	0.94	1.1	-18	6	16
Cc1ccc(-c2nnn(CC(=O)N(CC(=O)NC3CCCC3)c3cnc4ccccc4c3)n2)o1	5	-15	-4	6	1.1	1	10	-13	-6
Cc1cc(C)c(C)c(S(=O)(=O)N2CCCN(C)CC2)c1C	-10	4	0	-6	1	1	4	-2	25
CC(C)(C)c1ccc(OCCC(=O)OCC(=O)Nc2ccc(N3CCOCC3)cc2)cc1	16	-1	0	3	1.1	1	29	-11	5
O=C(CCNC(=O)c1ccc([N+](=O)[O-])cc1)N/N=C/c1ccc(F)cc1	-24	-2	16	-15	1	0.84	-5	0	20
Cc1ccc(S(=O)(=O)N2CCCCC2)cc1NC(=O)CCNC(=O)c1ccc([N+](=O)[O-])cc1	-14	-5	13	-13	0.96	0.87	-5	4	-2
O=C(/C=C/c1ccco1)NC(=S)Nc1nc(-c2ccc(Cl)cc2)cs1	21	12	7	10	0.75	0.93	-11	25	12
CN(C)/C=N/c1ncc(C(=O)c2ccc(Cl)cc2)s1	10	9	2	2	1	0.97	12	-4	23
Cc1cc(C)c2nc(SCC(=O)Nc3ccc(S(=O)(=O)N4CCCC4)cc3)c(C)cc2c1	24	-9	2	-3	1.2	0.98	15	-19	-3
CCOc1ccccc1C1CC(=O)NC2=C1C(=O)CC(C)(C)C2 (centres undefined)	-18	-2	-14	7	0.96	1.1	0	4	13
CN(C)c1ccc(CN2CCC(C(N)=O)CC2)cc1	8	9	-13	-4	1	1.1	-16	-2	20
Cc1ccc(CNS(=O)(=O)/C=C/c2ccc3c(c2)OCO3)cc1	33	-11	6	-12	1	0.94	12	-2	31
COc1ccc(-c2cc(C(F)(F)F)n3nc(C(=O)N4CCN(C(=O)c5ccco5)CC4)cc3n2)cc1	-4	-15	-3	-21	0.97	1	12	3	11
O=C(CC(CC(=O)c1ccc(Cl)cc1)c1ccccc1C(=O)O)c1ccc(Cl)cc1	24	7	-12	15	0.87	1.1	12	13	8
CCOC(=O)C1CCN(C(=O)CSc2cc(=O)n(CC)c3ccccc23)CC1	9	0	-16	9	0.92	1.2	2	8	15
COC(=O)[C@]1(Cc2ccccc2)N[C@H](CN(C)C(=O)Nc2ccc(F)cc2)[C@@H]2C(=O)N(C)C(=O)[C@@H]21	7	-1	24	-4	0.9	0.76	-7	10	18
Cc1nnc(NC(=O)C2CCN(S(=O)(=O)c3ccc(Cl)cc3)CC2)s1	8	3	10	-5	1	0.9	-1	0	7
Cc1cc(N2CCN(c3ccc(F)cc3)CC2)n2ncnc2n1	-2	-8	9	9	0.89	0.91	-10	11	31
Cc1cccc(NC(=S)c2nc3ccccc3s2)c1	36	14	-13	23	0.96	1.1	9	4	38
CC(NC(=O)c1ccco1)C(c1cccs1)N1CCN(c2ccccc2F)CC1 (centres undefined)	21	8	-14	32	1.1	1.1	-5	-6	4
CC(=O)Cn1cnc2c(cnn2-c2ccccc2)c1=O	8	-3	24	-1	1.1	0.76	5	-10	24
CCNC(=O)O/N=C(\C)c1sc(-c2ccc(Cl)cc2)nc1C	60*	-12	-6	21	0.92	1.1	20	8	18
CN1CCN(CC(=O)C23CC4CC(CC(C4)C2)C3)CC1	1	-2	4	5	1.1	0.95	4	-12	0
Cc1ccc(-c2nnc(COc3cccc(-n4cnnn4)c3)o2)cc1	-13	-11	8	-16	0.96	0.92	2	4	12
COc1ccc(Nc2nc(NCCO)nc(N3CCCC3)n2)cc1	20	-6	9	10	0.91	0.91	-1	9	20
O=C(NCc1ccco1)c1ccc2c(c1)N(Cc1ccc(Cl)cc1)CCS2	15	0	-10	-4	1.1	1.1	3	-14	5
OCCOCCn1c(C2CCCN2c2nc(-c3ccc(F)cc3)cs2)nc2cc(Cl)c(Cl)cc21 (centres undefined)	1	-16	-5	0	0.91	1.1	13	9	18
O=C(CCCSc1nc2ccccc2s1)Nc1nccs1	10	-14	-3	-2	0.91	1	21	9	21
COc1ccc(C)cc1NS(=O)(=O)c1ccc(-c2cnc(C3CC3)o2)cc1	43*	-13	-8	-21	0.93	1.1	14	7	-4
CS(=O)(=O)N1c2cccc3cccc(c23)S1(=O)=O	-8	5	4	12	1	0.96	-1	-3	14
O=C(CN1C(=O)C(=O)N(Cc2ccccc2)C1=O)c1ccc[nH]1	4	0	20	0	1	0.8	-12	0	18
CCCC[C@@H]1C[C@H]1[C@@H](NC(=O)c1ccccc1)c1ccccc1C(F)(F)F	6	-13	-14	7	1.3	1.1	17	-33	10
O=C(CCOc1ccccc1)OCC(=O)c1cc2ccccc2o1	21	14	-5	-4	1.1	1.1	13	-13	5
CC(C)C(=O)NCCc1c[nH]c2ccccc12	-8	0	3	-1	1	0.97	-4	-3	1
CCOC(=O)c1c(N=CN(C)C)c(C#N)c2n1CCCC2	7	-6	-9	-6	0.96	1.1	3	4	-8
COc1ccc(NC(=O)CC2C(=O)N(C)C(=S)N2Cc2ccc3c(c2)OCO3)cc1 (centres undefined)	21	-6	-2	11	0.95	1	-1	5	3
Cc1noc(C)c1NC(=O)Nc1ccc2c(c1)C(=O)N([C@H](C)CO)C[C@H](C)[C@H](CN(C)C)O2	-4	-9	8	0	1.1	0.92	4	-7	-3
CC(C)c1csc(CN2CCC(n3nccc3NC(=O)Cc3ccccc3)CC2)n1	-2	0	2	-5	1.1	0.98	11	-7	-1
CCC1Oc2ccc(C)cc2N(CC(=O)NCCCN2CCCC2)C1=O (centres undefined)	6	-4	-6	-26	1.1	1.1	6	-7	16
Fc1ccc(NC(=S)Nc2cccnc2)c(F)c1F	-2	4	1	-16	0.92	0.99	-5	8	-1
CCCNC(=O)Cn1c(=O)n(C)c2ccccc21	17	-9	-1	4	1.1	1	5	-7	-1
COCc1cc(=O)[nH]c(Nc2nc(C)c3cc(OC)ccc3n2)n1	-7	.	-47	22	0.94	1.5	5	6	21
Cc1ccnc(NS(=O)(=O)c2ccc(NC(=O)c3ccc4c(c3)OCCO4)cc2)n1	11	-2	-8	22	0.95	1.1	2	5	10
COc1ccc(/C=N/NC(=O)CC(=O)N/N=C/c2ccc(OC)cc2)cc1	16	-9	9	2	0.96	0.91	-17	4	3
CC(=O)Nc1ccc(S(=O)(=O)NCCCN2CCN(Cc3ccccc3)CC2)cc1Cl	-5	1	1	-10	1	0.99	20	-1	27
COc1ccc(C(=O)COc2ccc3c(C)cc(=O)oc3c2)cc1	-3	2	-4	-14	1	1	0	-2	14
O=C(COC(=O)CNS(=O)(=O)c1c(Cl)cccc1Cl)Nc1cccnc1Cl	-8	-3	-20	-18	1.1	1.2	0	-12	17
O=C(Cn1cnc(S(=O)(=O)N2CCCCC2)c1)NCc1ccco1	-1	0	-8	0	0.98	1.1	-5	2	1
CC(=O)N1CCN(c2ccc([N+](=O)[O-])cc2)CC1	7	-7	1	-2	0.99	0.99	0	1	-1
O=C1N=C(C=c2ccc(=Cc3[nH]c(=O)[nH]c3O)cc2)C(=O)N1	-10	.	-10	-16	0.75	1.1	8	25	8
O=C1CCC([N+](=O)[O-])C(c2cc(Br)ccc2F)N1 (centres undefined)	-16	-2	4	-6	1	0.96	-10	-1	15
CCOc1ccc(S(=O)(=O)N(CC)CC)cc1NC(=O)CSCc1c(C)noc1C	24	-3	-14	9	1	1.1	17	-5	18
Cc1ccc(NC(=O)CN2CCN(C)CC2)cc1S(=O)(=O)N1CCOCC1	-26	-12	4	-22	0.95	0.96	24	5	8
COc1cccc(NC(=O)CN2CCSc3ccccc32)c1	-3	-2	-5	-14	1.1	1.1	8	-15	10
Cc1ccc(S(=O)(=O)NCC(=O)N2CCCC2C(=O)O)cc1 (centres undefined)	21	-3	-9	18	0.95	1.1	1	4	1
Cc1cc(NC(=O)CCN2CCN(C)CC2)ccc1Br	-11	-11	-11	-3	0.94	1.1	-10	6	3
CCNc1cc(S(=O)(=O)C(F)(F)F)ccc1N	22	0	1	17	0.92	0.99	1	8	23

Additional records.
SMILES	tim10-1 inh	ATG4B inhibitor	hIAP block	TIM10 inh	mIAP activ	hIAP act	Apaf1 inhib	mIAP block	NALP3 yeast inh
CCc1nnc(NC(=O)c2ccc(-c3cccc(C(F)(F)F)c3)o2)s1	16	12	-5	5	0.94	1.1	10	6	12
Cc1ccc(C2C(C#N)=C(N)Oc3nc(-c4ccccc4)[nH]c32)o1 (centres undefined)	27	-17	-4	31	0.97	1	6	2	2
CCOC(=O)c1sc(NC(=O)c2ccc(CC)s2)nc1C	17	-6	-15	0	0.97	1.1	-6	3	14
Cc1sc(N/N=C/c2cc([N+](=O)[O-])ccc2O)nc1-c1ccccc1	8	-3	-24	13	0.84	1.2	-14	16	-12
CC(C)CCN1C(=O)c2ccc(C(=O)NCc3ccccn3)cc2C1=O	10	2	1	3	0.98	0.99	5	2	-5
COc1cccc(C(=O)C2=NN(C(C)=O)CC2c2ccco2)c1 (centres undefined)	23	1	10	26	1	0.91	-5	-3	-29
CCN(c1ccc(OC)cc1)S(=O)(=O)c1nnc(NC(=O)c2ccccc2Cl)s1	12	29	0	14	0.97	1	13	3	16
CCc1nnc(SCC(=O)Nc2ccc(NC(C)=O)cc2)n1-n1cccc1	10	5	-12	4	1	1.1	-7	-4	12
O=C1c2ccccc2S(=O)(=O)c2cc(N3CCC(C(=O)N4CCCCC4)CC3)ccc21	5	0	19	9	1	0.81	20	-2	12
Cc1ccc2c(c1)sc(-c1ccc(N(C)C)cc1)[n+]2C	70*	2	12	85*	1	0.88	6	-1	7

Four compounds drawn at random from the list so far, as already listed:
SMILES	tim10-1 inh	ATG4B inhibitor	hIAP block	TIM10 inh	mIAP activ	hIAP act	Apaf1 inhib	mIAP block	NALP3 yeast inh
CCN(c1ccc(OC)cc1)S(=O)(=O)c1nnc(NC(=O)c2ccccc2Cl)s1	12	29	0	14	0.97	1	13	3	16
CCc1nnc(SCC(=O)Nc2ccc(NC(C)=O)cc2)n1-n1cccc1	10	5	-12	4	1	1.1	-7	-4	12
CCc1nnc(NC(=O)c2ccc(-c3cccc(C(F)(F)F)c3)o2)s1	16	12	-5	5	0.94	1.1	10	6	12
Cc1ccc(C2C(C#N)=C(N)Oc3nc(-c4ccccc4)[nH]c32)o1 (centres undefined)	27	-17	-4	31	0.97	1	6	2	2

High-throughput results: PubChem BioAssay, Sanford-Burnham Center for Chemical Genomics
